Source: PubChem (National Center for Advancing Translational Sciences (NCATS))
Tb PYK inh: blocks Trypanosoma brucei pyruvate kinase; Q57TT1; TbPYK enzyme, Kinase-Glo Plus ATP luminescence, 45 min; Potency, µM (top dose mostly 76.8 µM), for inactives: top-dose activity, negative = inhibition, hits mostly inhibitors; actives 0.12% (n = 410,000); active means well fitted inhibition curve with a large enough effect; inconclusive means small, poorly fitted or top-dose-only effect; further: nearly all actives have a fitted effect of over 50% in size
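Activity of T. brucei pyruvate kinase was followed by Kinase-Glo Plus luminescence after the enzyme reacted 45 min at room temperature with 130 uM ADP (final) and substrate. Test compounds were added before ADP at multiple concentrations.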
The depositor's hits bear a star; ? = inconclusive; [ ] = another dose, or the depositor's remark. On the % scale 0 is the no-effect control and ±100 the full control effect; potency means the concentration at half of the fitted maximal effect. This is a subset; the hit share may differ from the screen's.

nr | Molecule | Tb PYK inh
1 | Cc1cc(C)c(NC(=O)c2sc3nc(C)cc(C)c3c2NC(=O)c2ccccc2)c(C)c1 | -3%
2 | O=C(NC1CCCCC1)c1ccc(CSc2nc3ccncc3n2Cc2cccc(F)c2)cc1 | 2%
3 | CCOc1ccc(-c2cc(C(=O)N3CCN(c4ccc(C)cc4)C(C)C3)c3ccccc3n2)cc1 (stereo not given) | 1%
4 | COc1ccc(CNC(=O)c2sc3nc4n(c(=O)c3c2C)CCC4)cc1 | -1%
5 | O=C(NCC(c1ccc2c(c1)OCO2)N1CCOCC1)c1ccc(F)cc1 (stereo not given) | -3%
6 | COc1ccc(NC(=O)C(Cc2ccccc2)NS(=O)(=O)c2ccc3c(c2)oc(=O)n3C)c(OC)c1 (stereo not given) | -16%
7 | CCOC(=O)CNC(=O)N1CCc2cc(S(=O)(=O)N3CCC(C)CC3)ccc21 | -3%
8 | CCc1ccccc1NC(=O)CN1C(=O)CCSc2ccc(S(=O)(=O)N3CCCC3)cc21 | 8%
9 | CCc1ccccc1NC(=O)Cn1c(=O)ccc2cc(S(=O)(=O)N3CCC(C)CC3)ccc21 | -13%
10 | COC(=O)c1cc2oc(C)cc2n1Cc1cccc(Cl)c1 | -6%
11 | Cc1c(C(=O)NCc2ccccc2Cl)cccc1-n1cnc2cccnc21 | -1%[15.4 µM]
12 | O=C(NC1CCCCC1)c1c[nH]c2ccc(S(=O)(=O)Nc3ccccc3F)cc2c1=O | 2%
13 | O=C(Nc1ccc(F)c(Cl)c1)N1CCC(CN2CCOCC2)CC1 | 3%
14 | O=C(CN1CCN(Cc2ccc(F)cc2)C1=O)NCc1ccc(F)cc1 | -13%
15 | CCN(c1ccccc1C)S(=O)(=O)c1ccc(N2CCCCS2(=O)=O)cc1 | -5%
16 | CCC(CC)C(=O)N1CCc2cc(OC)c(OC)cc2C1COc1ccc(F)cc1 (stereo not given) | -1%
17 | Cc1cc(-c2nc3ncccc3o2)ccc1NC(=O)COc1ccc(C(C)(C)C)cc1 | -4%
18 | CCCCNC(=O)CSc1nc2nc(C)c(Cc3ccccc3C)c(C)n2n1 | -7%
19 | COCCN(CCOC)S(=O)(=O)c1ccc(C(=O)Nc2sc3c(c2C(=O)OC)CCN(C)C3)cc1 | 0%
20 | COc1ccc(OC)c(C2CC(=O)Nc3ccc4ccccc4c32)c1 (stereo not given) | 6%
21 | Cc1oc(-c2ccc(C(=O)NCc3ccc(N(C)C)cc3)cc2)nc1COc1ccccc1 | 0%
22 | CCn1c(=O)c2c(nc3n2CCN3c2ccc(OC)cc2)n(C)c1=O | -8%
23 | Cc1cc(O)c(C(c2ccccc2)N2CCN(c3ccccc3F)CC2)c(=O)n1Cc1ccco1 (stereo not given) | -5%
24 | O=C(NCC(c1cccnc1)N1CCOCC1)C(=O)Nc1ccc(Cl)cc1 (stereo not given) | -5%
25 | NS(=O)(=O)c1ccc(CCNC(=O)c2nc(SCc3ccccc3F)ncc2Cl)cc1 | 4%
26 | COc1ccc(CNC(=O)c2cccc(N3CCCS3(=O)=O)c2)cc1OC | 4%
27 | Cn1cccc1C(=O)N1CCC2(CC1)CN(C(=O)Nc1cccc(F)c1)C2 | 5%
28 | CCOC(=O)Cc1c(C(=O)OCC)nnc2c(-c3ccccc3)c(C)nn12 | 3%
29 | CC(C)CN(CC(C)C)C(=O)C1CCCN(S(=O)(=O)c2ccc3c(c2)oc(=O)n3C)C1 (stereo not given) | 2%
30 | CC(=O)N1CCc2cc(S(=O)(=O)NC(Cc3ccccc3)C(=O)NCc3ccccc3)ccc21 (stereo not given) | 2%
31 | Cc1ccc(C(Nc2ccccn2)c2ccc3cccnc3c2O)cc1 (stereo not given) | 35%[activator]
32 | O=C(CCn1c(=O)c2cccn2c2cccnc21)NCc1ccccc1Cl | 1%
33 | COc1ccc(CCN2C(=O)N(c3ccc(F)cc3)C(=O)C2CC(=O)Nc2ccccc2)cc1OC (stereo not given) | -4%
34 | CC(C)n1c(=O)c2oc3ccccc3c2n(CC(=O)Nc2ccccc2Cl)c1=O | -1%
35 | Cc1ccc(NC(=O)Cn2ccn(-c3ccc(F)c(F)c3)c(=O)c2=O)cc1C | -6%
36 | COc1ccc(CN(Cc2ccco2)C(=O)c2ccccc2F)cc1 | -1%
37 | CC(=O)N1CCc2cc(Br)cc(S(=O)(=O)CCC(=O)N3CCN(c4ccc(F)cc4)CC3)c21 | 2%
38 | Cc1nn2c(=O)cc(COC(=O)c3cccs3)nc2s1 | -13%
39 | CC(C)NC(=O)CC(=O)Nc1ccc2nc3n(c(=O)c2c1)CCCCC3 | 1%
40 | Cc1ccc(C)c(N2CCN(CCCNC(=O)Cn3c(-c4cccs4)cc4ccccc43)CC2)c1 | -12%
41 | O=C(Cn1c(=O)n(-c2ccc(F)cc2)c(=O)c2sccc21)Nc1cccc(C(F)(F)F)c1 | -2%
42 | Cc1cccc(OCC(=O)N(Cc2cccs2)c2ccc(Cl)cc2)c1C | -7%
43 | COc1ccc(-c2nc(CNC(=O)Nc3ccccc3)c(C)o2)c(OC)c1 | -1%
44 | CCc1ccc(C2N3CC4(C)CN2CC(c2ccccc2)(C3)C4=O)cc1 (stereo not given) | 4%
45 | Cc1ccc(CNC(=O)c2cc(S(=O)(=O)N3CCCC(C)C3)cn2C)cc1 (stereo not given) | 1%
46 | COC(=O)CN1C(C(=O)c2ccccc2)=C(OC(=O)c2ccccc2)c2ccccc2S1(=O)=O | 2%
47 | CC(=O)Nc1c(C)nn(-c2ccccc2)c1N1CCC(C(=O)Nc2cc(F)ccc2F)CC1 | -2%
48 | NC(=O)c1nc(Nc2ccccc2)sc1NC(=O)c1c(F)cccc1F | -1%
49 | Nc1nonc1-c1nc2ccccc2n1Cc1c(Cl)cccc1Cl | -6%
50 | Cc1cc(C)cc(Nc2cc(-c3ccccc3)nc(C)n2)c1 | 2%

An excerpt of these results, as labelled records:
45. Cc1ccc(CNC(=O)c2cc(S(=O)(=O)N3CCCC(C)C3)cn2C)cc1 (stereo not given)
  Tb PYK inh = 1%

46. COC(=O)CN1C(C(=O)c2ccccc2)=C(OC(=O)c2ccccc2)c2ccccc2S1(=O)=O
  Tb PYK inh = 2%

(list continues)
nr | Molecule | Tb PYK inh
51 | CCOC(=O)c1cc2c(=O)n3ccccc3nc2n(C(C)C)c1=NC(=O)C(C)(C)Oc1ccc(Cl)cc1 | 0%
52 | CCN(CC)C(=O)c1sc2c(c1C)c(=O)n(Cc1ccccc1)c(=O)n2Cc1cc(C)ccc1C | 1%
53 | COc1ccc(N(CC(=O)NCCc2ccccc2)S(=O)(=O)c2c(C)nn(C)c2C)cc1 | -10%
54 | CCOC(=O)c1cc2c(=O)n3ccccc3nc2n(Cc2ccco2)c1=NC(=O)c1ccc(F)cc1 | -2%
55 | CCc1ccccc1NC(=O)Cn1nc(N2CCN(c3ccccc3OC)CC2)ccc1=O | -6%
56 | O=C(NCc1ccccc1Cl)NCc1noc2ccccc12 | -4%
57 | N#Cc1ccccc1Cn1c(=O)n(CCCC(=O)NCc2ccc3c(c2)OCO3)c(=O)c2sccc21 | 2%
58 | COC(=O)c1c(NC(=O)c2nc(SCc3ccc(F)cc3)ncc2Cl)sc2c1CCCC2 | 4%
59 | COC(=O)c1cnc(N2CCN(c3ccc(OC)cc3)CC2)c2ccccc12 | 3%
60 | Cc1ccccc1NC(=O)Cn1nc(-c2ccc(F)cc2)c2cnc3ccccc3c21 | -3%
61 | Cc1cccc(NC(=O)C2CCCN(S(=O)(=O)c3c(C)n[nH]c3C)C2)c1 (stereo not given) | -10%
62 | CNC(=O)C1CCC(Cn2c(=O)c3sccc3n(CC(=O)N3CCC(C)CC3)c2=O)CC1 (stereo not given) | -2%
63 | Nc1c(C(=O)Nc2ccc(Br)cc2F)sc2nc3c(cc12)N1CCC3CC1 | -7%
64 | O=C(CN1C(=O)C2(SCC(=O)N2c2cccc(Cl)c2)c2ccccc21)NCc1ccccc1 (stereo not given) | 3%
65 | COc1ccc(Nc2ncc3c(n2)CCN(Cc2ccccc2C)C3)c(OC)c1 | -3%
66 | N#Cc1ccc(CN2CCC3(CC2)CCN(C(=O)c2ccncc2)CC3)cc1 | -6%
67 | CC(C)c1cnc2c(c1SCc1cccc(F)c1)c(=O)n(C)c(=O)n2C | ?
68 | Cc1cc(C)nc(NC(=NCCc2c[nH]c3ccc(Cl)cc23)NC(=O)c2ccccc2C)n1 | 2%
69 | CCc1ccc(CNC(=O)c2cc3c(s2)-c2ccccc2OC3)cc1 | 1%
70 | O=C(NCc1ccccc1)c1ccc2c(c1)N(Cc1ccccc1)C(=O)c1ccccc1S2(=O)=O | -7%
71 | Cc1nc2ccn(Cc3ccccc3)c(=O)c2cc1C(=O)Nc1ccc(F)cc1Cl | 9%
72 | Cc1ccc(CN2C(=O)C(O)(CC(=O)c3ccc(C)cc3)c3ccccc32)cc1 (stereo not given) | -7%
73 | CCC(C)OC(=O)/C(C#N)=C/c1ccc(-c2ccc(Br)cc2)o1 (stereo not given) | -2%
74 | COc1ccccc1-c1c(C)nn2c(N3CCN(c4ccccc4)CC3)cc(C)nc12 | -10%
75 | Cc1ccc(CN(C(=O)c2ccccc2)c2ccccn2)o1 | 1%
76 | Cc1ccc(CCNC(=O)CCSCc2ccccc2Cl)cc1 | -3%
77 | CCOc1cc(C(=O)Nc2ccc(-c3nc4ncccc4o3)cc2C)cc(OCC)c1OCC | -3%
78 | Cc1cc(C)c(NC(=O)c2ncoc2-c2ccco2)c(C)c1 | -15%
79 | CCc1ccc(Cn2c(CNS(=O)(=O)c3ccc(F)c(Cl)c3)nc3cccnc32)cc1 | 6%
80 | COc1ccc(-c2nc3scc(CCNS(=O)(=O)c4ccc5c(c4)OCCO5)n3n2)cc1 | 19%
81 | O=C(Nc1ccc(Cl)cc1)c1cc2c(-c3ccccc3)nn(-c3ccccc3)c2s1 | 6%
82 | O=C(Cn1ncc2ccsc2c1=O)N1CCN(c2ccc(F)cc2)CC1 | -1%
83 | C=C(C)Cn1c(SCC(=O)Nc2cc(C)ccc2C)nc2sc3c(c2c1=O)CCCC3 | 1%
84 | CC(=O)c1ccc(N2CCN(c3ncnc4c3c(-c3ccccc3)cn4-c3cccc(C)c3)CC2)cc1 | 5%
85 | CCCCn1c(SCC(=O)c2ccccc2)nc2sc3c(c2c1=O)CCCC3 | 0%
86 | CC1CCC(NC(=O)c2ccc(CS(=O)(=O)c3c(Cl)cccc3Cl)o2)CC1 (stereo not given) | -4%
87 | O=C(COC(=O)C(Cc1c[nH]c2ccccc12)NC(=O)c1ccc(Cl)cc1)c1ccc(Cl)cc1 (stereo not given) | -1%[15.4 µM]
88 | COc1cccc(CNC(=O)Nc2cc(C(=O)NCc3cccc(F)c3)ccc2N2CCCC2)c1 | 1%
89 | Cc1oc(-c2ccc(C(=O)Nc3cc(F)ccc3F)cc2)nc1COc1ccccc1 | 2%
90 | Cc1ccc(-n2c(=O)c3cccnc3n2CC(=O)Nc2cc(C)cc(C)c2)cc1 | 2%
91 | CCOc1ccc(CNC(=O)c2ccc3c(c2)c(C)c(C)n3C)cc1 | -4%[15.4 µM]
92 | O=C(Nc1ccc(Oc2ccccc2)cc1)C1CCN(S(=O)(=O)c2ccccc2)CC1 | -5%
93 | Cn1cccc1C(=O)N1CCC2(CCCN(c3ccccn3)C2)CC1 | -2%
94 | COc1cccc(CNC(=O)C(=O)NCC(c2cccs2)S(=O)(=O)c2ccccc2)c1 (stereo not given) | 5%
95 | COC(=O)c1c(C)sc(-c2c(-c3ccc(OC)c(F)c3)[nH]c3c2c(=O)n(C)c(=O)n3C)c1O | 0%
96 | CCn1c(C(=O)N2CCC(C(=O)NCCc3ccccc3)CC2)cc2sccc21 | -2%
97 | COc1ccc(-c2noc(CNS(=O)(=O)c3ccc(Br)cc3)n2)cc1OC | 2%
98 | Clc1ccccc1Cc1cn2cc(-c3ccccc3)nc2s1 | -10%
99 | Cc1ccc(NC(=O)N2CCC(CN3CCC(C)CC3)CC2)cc1F | -4%
100 | Cc1ccc(-c2nn3c(=O)cc(CN4CCN(C(=O)c5ccc(C(C)(C)C)cc5)CC4)nc3s2)cc1 | -2%

(continued)
nr | Molecule | Tb PYK inh
101 | Cc1oc(-c2ccc(C(=O)NCc3ccc(Cl)cc3)cc2)nc1CS(=O)(=O)c1ccccc1 | -14%
102 | Cc1cc(C)c2c(NC(=O)c3ccccc3)c(C(=O)Nc3ccc(F)cc3)sc2n1 | -6%
103 | COc1ccc(-n2c(/C=C/c3cccc4ccccc34)nc3ccccc3c2=O)cc1Cl | 1%
104 | CCOc1ccc2oc(=O)cc(CN3CCN(C(=O)c4cccc(Cl)c4)CC3)c2c1 | 8%
105 | CCOC(=O)c1ccc(CN(Cc2ccc(F)cc2)S(=O)(=O)c2cc(C(=O)Nc3ccccc3CC)ccc2F)cc1 | 3%
106 | COc1ccccc1/C=C/c1nc(C#N)c(NC2CCCCC2)o1 | 0%
107 | CC(C)Oc1cccc(C(=O)Nc2ccc3oc(-c4ccccc4)nc3c2)c1 | 1%
108 | O=C(NCc1ccccc1)c1ccc2c(c1)nc1n2CCOC1 | -11%
109 | Cc1cccc(C(=O)Nc2cccc(C(=O)OCc3cc(=O)n4nc(C(C)C)sc4n3)c2)c1 | 2%
110 | O=C(Nc1ccc(Br)cc1)c1cccc(C(=O)Nc2ccc(Br)cc2)c1 | -1%
111 | COc1ccccc1-c1nc2n(n1)C(c1ccccc1Cl)C(C(=O)Nc1cccnc1)=C(C)N2 (stereo not given) | 4%
112 | COc1ccc(-n2ccnc(NCc3ccc(C)cc3)c2=O)cc1OC | 0%

Sorted by count of non-hydrogen atoms (high to low): 5 of the compounds above
nr | Molecule | Tb PYK inh
111 | COc1ccccc1-c1nc2n(n1)C(c1ccccc1Cl)C(C(=O)Nc1cccnc1)=C(C)N2 (stereo not given) | 4%
103 | COc1ccc(-n2c(/C=C/c3cccc4ccccc34)nc3ccccc3c2=O)cc1Cl | 1%
102 | Cc1cc(C)c2c(NC(=O)c3ccccc3)c(C(=O)Nc3ccc(F)cc3)sc2n1 | -6%
110 | O=C(Nc1ccc(Br)cc1)c1cccc(C(=O)Nc2ccc(Br)cc2)c1 | -1%
106 | COc1ccccc1/C=C/c1nc(C#N)c(NC2CCCCC2)o1 | 0%
